Assay outcomes from PubChem BioAssay.
Bcl-B TR3 displacers = displacers of TR3 peptide from Bcl-B, primary screen, selectivity assay for Bfl-1 inhibitor project, biochemical, fluorescence polarization. FP displacement of FITC-TR3 peptide from Bcl-B; higher % means a stronger effect. one-dose displacement, % at 20 µM; IC50 in µM for titrated hits. 0.11% of 96,000 active. AID 748;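 active = displacement above 50% at 20 µM plus a fluorescence interference ratio under 1.5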;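 note: plate controls were wells without compound for no effect and wells lacking Bcl-B protein for full effect; a part of the inactive calls stands beside numbers as strong as those of hits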
NFkB transloc inh = blocks IL-1B driven NFkB nuclear translocation in HUVEC cells; HUVEC IL-1B NFkB p65 nuclear translocation imaging; inhibition, % at 2 µM; 0.43% of 94,000 active; AID 796;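 active = inhibition above about 30% together with a positive call from visual inspection of the well image, limit read from the data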;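 note: nuclear over cytoplasmic p65 intensity ratio measured by imaging; 0% = IL-1B stimulated DMSO wells and 100% = unstimulated DMSO wells; values of inactives mirror those of a sister screen read the other way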
PLAP inhibitors HTS = inhibition of human placental alkaline phosphatase – biochemical, luminescence, HTS (AID 690). purified PLAP, luminescent substrate; higher % means a stronger effect. inhibition, % at 20 µM, or IC50 in µM where a hit was titrated. 0.08% of 96,000 active; in the data active = a potency from the dose series; inactive = the rest, 99 in 100 with inhibition below about 30%; note: strong numbers were not always called active
NFkB transloc pot = enhances IL-1B driven NFkB nuclear translocation | HUVEC IL-1B NFkB p65 nuclear translocation imaging | activation, % at 2 µM | 0.3% of 94,000 active | AID 819;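 active = activation above 40%, about the mean plus 3 SD, also judged a hit on visual image review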;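 note: percent activation is computed from the nuclear over cytoplasmic p65 intensity ratio; values of inactives mirror those of a sister screen read the other way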
MRP reversal = reverses drug resistance mediated by MRP; H69AR cells + 2 uM doxorubicin, CellTiter-Glo, 72 h; differential viability (reversal), % at 10 µM; 0.04% of 85,000 active; AID 602;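 active = viability drop by adding the cancer drug above about 55%, with treated viability meeting a 40% cutoff, limit read from the data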;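 note: viability without doxorubicin minus viability with 2 µM doxorubicin for each compound; larger differential means the compound sensitizes cells more to doxorubicin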
MRP reversal cytotoxicity = also measured in MRP reversal; calls as there; viability, %; H69AR cells, CellTiter-Glo, 72 h; measured here: cytotoxicity without doxorubicin
MRP reversal with doxorubicin = recorded beside MRP reversal, whose call it bears; viability, %; measured here: viability with 2 uM doxorubicin; hits give low values
NFkB transloc inh cell count 2 µM = further read-out of NFkB transloc inh, marked with its call; cell count; measured here: cells passing quality filter;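 raw number of nuclei counted in each imaged well without normalization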
NFkB transloc pot cell count 2 µM = further read-out of NFkB transloc pot, marked with its call; cell count; measured here: cells passing quality filter
An asterisk follows results filed as active; nt = not tested or not shown. Not all compounds are listed. The share of hits here may be higher or lower than overall.

SMILES	Bcl-B TR3 displacers	NFkB transloc inh	NFkB transloc inh cell count 2 µM	PLAP inhibitors HTS	NFkB transloc pot	NFkB transloc pot cell count 2 µM	MRP reversal	MRP reversal cytotoxicity	MRP reversal with doxorubicin
Cc1cccc2cc(COC(=O)C(C)(C)C)c(=O)[nH]c12	-16%	7	172	21%	-7	172	5	101	96
O=C(Nc1ccon1)c1sc2ccccc2c1Cl	-2%	-4	135	-9%	4	135	-14	88	102
CCS(=O)(=O)N1CCN(C(=O)c2ccco2)CC1	-14%	-3	48	13%	3	48	8	98	90
COc1cc2cc(Br)cc(Br)c2nc1C	-2%	-4	160	-33%	4	160	-1	94	95
Cn1c(-c2cccc(OCc3ccccc3)c2)nc2c1c(=O)[nH]c(=O)n2Cc1ccccc1	-26%	-3	206	-21%	3	206	nt	nt	nt
O=C(CC1SC(=O)N(c2ccccc2)C1=O)Nc1ccccc1 (stereo unspecified)	-3%	-5	96	4%	5	96	4	101	97
NC(=O)C1CCN(CCCNC2CC(=O)N(Cc3ccc(N4CCCC4=O)cc3)C2=O)CC1 (stereo unspecified)	nt	-2	77	nt	2	77	nt	nt	nt
CN1/C(=C/C(=O)C2CCC2)Sc2ccccc21	0%	5	173	14%	-5	173	1	75	74
COC(=O)c1sccc1NC(=O)c1cc(OC)cc(OC)c1	nt	-28	130	nt	28	130	-2	80	81
CC(=O)Cn1c(C(F)(F)F)nc2ccccc21	-13%	-3	120	-7%	3	120	15	93	78
N#CC1=C(N)C2=C(N3CCCCC3)CCCC2C1(C#N)C#N (stereo unspecified)	18%	-14	184	14%	14	184	11	89	79
Cc1ccc(C(=O)N2Cc3ccccc3CC2C(=O)O)cc1 (stereo unspecified)	2%	nt	nt	-11%	nt	nt	9	88	78

Fetched by structure from the entries so far (2):
SMILES	Bcl-B TR3 displacers	NFkB transloc inh	NFkB transloc inh cell count 2 µM	PLAP inhibitors HTS	NFkB transloc pot	NFkB transloc pot cell count 2 µM	MRP reversal	MRP reversal cytotoxicity	MRP reversal with doxorubicin
CC(=O)Cn1c(C(F)(F)F)nc2ccccc21	-13%	-3	120	-7%	3	120	15	93	78
O=C(CC1SC(=O)N(c2ccccc2)C1=O)Nc1ccccc1 (stereo unspecified)	-3%	-5	96	4%	5	96	4	101	97

New compounds follow.
SMILES	Bcl-B TR3 displacers	NFkB transloc inh	NFkB transloc inh cell count 2 µM	PLAP inhibitors HTS	NFkB transloc pot	NFkB transloc pot cell count 2 µM	MRP reversal	MRP reversal cytotoxicity	MRP reversal with doxorubicin
CCOC(=O)CSc1nc2ccc(N3CCOCC3)cc2c(=O)n1Cc1ccc2c(c1)OCO2	19%	nt	nt	-65%	nt	nt	7	94	87
O=C(COC(=O)c1ccc(Cl)s1)c1cc2ccccc2o1	-82%	-27	175	-18%	27	175	nt	nt	nt
COc1cccc2cc(C(=O)N3CCN(c4ncccn4)CC3)c(=O)oc12	1%	8	73	-5%	-8	73	9	90	81
COc1ccc(NC(=O)c2ccc(CN3CCN(c4ccccc4)CC3)cc2)cc1	-5%	2	176	-45%	-2	176	7	100	93
O=C(NC1CCCCC1)N(Cc1cc2cc3c(cc2[nH]c1=O)OCCO3)CC1CCCO1 (stereo unspecified)	2%	12	198	-56%	-12	198	5	77	73
COc1cc(C)c(CN2CCCCC2CO)cc1C (stereo unspecified)	1%	1	166	4%	-1	166	-2	81	83
COc1ccc(S(=O)(=O)Nc2nc(C(F)(F)F)cs2)cc1	7%	5	152	-26%	-5	152	9	98	89
Cc1ccc(Nc2c3c(nc4ncnn24)CCC3)cc1	4%	5	146	-21%	-5	146	-3	93	95
COc1ccc(C(=O)n2nc(-c3ccc(Cl)cc3)nc2N)cc1OC	-2%	-41	143	12%	41*	143*	10	84	74
COc1ccccc1NC(=O)CSc1ncn[nH]1	0%	-16	211	3%	15	211	3	100	98
Cc1ccc(S(=O)(=O)N2CCC[C@H]2C(=O)OC(C)C(=O)Nc2ncc(Cl)cc2Cl)cc1 (stereo partly specified)	-3%	-5	166	3%	5	166	5	96	91
Cc1cc2nc(C)n(CCCNC(=O)Nc3ccc(C#N)cc3)c2cc1C	6%	-7	85	-9%	7	85	7	87	81
CCOC(=O)N1CCN(C(=O)c2c(O)c3cccc4c3n(c2=O)CC4)CC1	-5%	-4	98	-13%	4	98	-7	89	96
O=C(Nc1cccc(F)c1)/C(=C\c1cccnc1)NC(=O)c1cccs1	-4%	1	97	-2%	-1	97	nt	nt	nt
O=C(CSc1oc(-c2cccs2)nc1S(=O)(=O)c1ccccc1)NC1CCCCC1	-10%	-22	148	11%	22	148	3	50	47
O/N=C1\CC2(Cc3nonc31)OCCO2	2%	-4	105	3%	4	105	0	95	96
COc1cccc(C(=O)NCCn2ccc3ccccc32)c1	1%	nt	nt	15%	nt	nt	15	100	86
COc1ccccc1N1CCN(C(CNS(=O)(=O)c2ccc(C)cc2)c2cccnc2)CC1 (stereo unspecified)	2%	-35	144	-60%	35	144	0	90	90
Cc1cc(OCCCCCNCCO)cc(C)c1Cl	-10%	nt	nt	-23%	nt	nt	-8	37	45
CCOC(=O)N1CCC(NC(=O)C2CCN(S(=O)(=O)N3CCCC3)CC2)CC1	1%	4	121	-14%	-4	121	12	97	85
COc1ccc(C(=O)N2CCN(C(C)=O)CC2)cc1S(=O)(=O)NCc1ccc(Cl)cc1	-1%	-11	185	-17%	11	185	-10	97	107
O=C(CN1C(=O)NC2(CCCC2)C1=O)Nc1ccc(F)c(F)c1F	-5%	-40	154	6%	40*	154*	nt	nt	nt
Cn1c(SCc2cc(=O)[nH]c3ccccc23)nnc1-c1ccc(Br)cc1	-2%	2	162	13%	-2	162	10	98	88
Cc1noc(C)c1C(=O)NCc1cccs1	1%	-2	136	-4%	2	136	-9	95	105
Cc1ccc([N+](=O)[O-])cc1NC(=S)NC(=O)C(C)(C)C	-3%	-5	34	14%	5	34	nt	nt	nt
Nc1cc(-c2nc3ncccc3o2)ccc1Cl	nt	8	112	nt	-8	112	4	84	80
O=C(NCCc1cn2ccccc2n1)C1CCCCC1	5%	9	58	-4%	-9	58	1	98	97
CCOC(=O)N1CCC(NC(=O)c2ccc(CS(=O)(=O)c3c(Cl)cccc3Cl)o2)CC1	-6%	nt	nt	-30%	nt	nt	3	87	84
CCn1c(CNc2ccccc2Cl)nnc1SCC(=O)NCc1ccccc1	14%	2	96	9%	-2	96	5	91	87
COC(=O)c1cc(S(=O)(=O)N2CCOCC2)ccc1Sc1ccccc1N	-2%	11	94	-2%	-11	94	nt	nt	nt
COc1ccccc1C1Nc2cccc3cccc(c23)N1	10%	-4	129	17%	4	129	17	86	69
CC(C)(C)NC(=O)Cn1c(SCC(=O)NC2CCCCC2)nc2ccccc21	-3%	-13	184	2%	13	184	17	95	78
CCOc1ccc(OCC)c(Nc2cc(C)nc3ncnn23)c1	2%	nt	nt	-71%	nt	nt	-8	63	71
CCOc1ccc(NC(=O)CSc2nnc(Cc3cccn3C)n2-c2ccc(F)cc2)cc1	-2%	nt	nt	-43%	nt	nt	-4	75	79
O=c1[nH]c(SCCOc2ccccc2)nc2ccccc12	-10%	4	79	18%	-5	79	8	97	89
Cn1c(=O)c2c(nc(CN3CCOCC3)n2Cc2ccccc2)n(C)c1=O	nt	0	159	nt	0	159	1	85	83
CCC(C)(C(=O)NC1CCCC1)N(C(=O)c1ccccn1)c1ccccc1 (stereo unspecified)	2%	-29	140	-8%	29	140	-8	100	108
CS(=O)(=O)N1CCN(c2ccccc2NC(=O)c2cccs2)CC1	-8%	-20	112	4%	20	112	51	101	50
CCn1c(=Nc2ccc(N3CCOCC3)cc2)ccc2ccccc21	-4%	-8	143	-42%	8	143	3	92	89
Cc1ccc(Sc2cnn(-c3ccccc3)c(=O)c2Cl)cc1	5%	9	100	13%	-9	100	nt	nt	nt
COc1ccc(-c2cc(N3CCCC3)n3ncnc3n2)cc1	5%	-5	179	28%	5	179	7	73	66
O=c1c2ccccc2c(-c2ccccc2)nn1-c1cc(Cl)ccc1[N+](=O)[O-]	15%	7	67	-3%	-7	67	nt	nt	nt
CN1CCCN(CC(O)COCc2cccs2)CC1 (stereo unspecified)	0%	4	160	14%	-4	160	7	101	94
CCN1CCN(C(=O)CCc2ccc(S(=O)(=O)NCCc3ccccc3)cc2)CC1	nt	0	134	nt	0	134	-2	93	94
Cc1cccc(Nc2ccccc2C(=O)OCC(=O)NCc2ccco2)c1C	-13%	0	138	-16%	0	138	nt	nt	nt
Cn1nnnc1SCC(=O)c1cccs1	-2%	-29	156	12%	29	156	-15	89	104
Cc1ccc(-c2ccc(CCC(=O)O)n2NC(=O)c2cccs2)cc1	2%	-25	145	-49%	25	145	0	87	87
COC(=O)C1=C(N)Oc2cc(C)[nH]c(=O)c2C1c1cc(OC)c(OC)c(OC)c1 (stereo unspecified)	4%	6	194	-11%	-6	194	0	88	88
COCCN1CCn2c(nc3cc(NC(=O)NC4CCCCC4)ccc32)C1	nt	-7	75	-54%	7	75	2	91	90
CCn1c(/C=N/c2nc3ccccc3n2C)nc2ccccc21	-4%	10	134	-10%	-10	134	4	88	85
COc1ccc(N(CC(=O)N/N=C/c2cccc3c2OCCO3)S(=O)(=O)c2ccc(NC(C)=O)cc2)cc1	-3%	0	122	-41%	0	122	nt	nt	nt
CC(C)(C)SCCNC(=O)COc1ccccc1	-11%	1	174	-44%	-1	174	-26	72	98
N#CCSc1nc2ccccc2c(=O)n1CCC(=O)NC1CCCCC1	4%	3	122	-2%	-3	122	-23	75	98
CCCC1=Nc2cc(C(=O)NCCCOCC)ccc2Sc2ccccc21	0%	nt	nt	-28%	nt	nt	-23	33	56
CCOC(=O)COc1ccc2nsnc2c1	-8%	15	143	3%	-15	143	-1	102	103
COc1cc([N+](=O)[O-])ccc1NC(=O)C[n+]1ccccc1C	-2%	-5	161	11%	5	161	nt	nt	nt
COc1ccc(NC(=O)C2CC(=O)OC23CCCCC3)cc1 (stereo unspecified)	nt	-12	142	nt	12	142	1	96	95
COc1ccc(-c2c(C#N)c(N)nc3c2c(=O)n(C)c(=O)n3C)cc1Cl	nt	13	169	nt	-13	169	-3	65	68
Cc1cccn2c(=O)c3cc(C(=O)NC4CCCC4)c(=N)n(C4CCCC4)c3nc12	33%	nt	nt	-34%	nt	nt	nt	nt	nt
COc1nc(NCCc2ccc(OC)c(OC)c2)nc(OC)n1	-9%	7	142	-6%	-7	142	-2	85	87

Further structures:
SMILES	Bcl-B TR3 displacers	NFkB transloc inh	NFkB transloc inh cell count 2 µM	PLAP inhibitors HTS	NFkB transloc pot	NFkB transloc pot cell count 2 µM	MRP reversal	MRP reversal cytotoxicity	MRP reversal with doxorubicin
Cn1cccc1-c1nc2ccc(NC(=O)c3ccco3)cc2[nH]1	2%	12	55	23%	-12	55	-1	71	72
Cc1cc(NC(=O)c2ccccc2Oc2ccccc2)no1	-8%	3	145	9%	-3	145	-4	91	95
O=C(NNC(=S)Nc1ccccc1)c1ccncc1	2%	-20	170	-101%	20	170	nt	nt	nt
Cc1nc(NCc2ccco2)nc2c1C(=O)CC(C)C2 (stereo unspecified)	-4%	-10	140	-14%	10	140	3	93	91
COc1ccc2oc(C(=O)c3ccccc3)c(N)c2c1	0%	22	162	3%	-22	162	25	101	76
N#CC1=C(SCC(=O)Nc2cccc3cccnc23)NC(=O)C(C#N)C12CCCCC2 (stereo unspecified)	-1%	-11	157	-5%	11	157	-3	97	100
O=C(Nc1ncn[nH]1)c1ccc(Cl)c(S(=O)(=O)N2CCCCCC2)c1	-4%	9	166	-113%	-9	166	nt	nt	nt
CO/N=C(/CNC(=O)c1ccc(F)cc1)c1ccc(Cl)cc1	7%	-1	138	-3%	1	138	nt	nt	nt
CCCNC(=O)c1ccc(CNc2c(N3CCC(C(=O)OCC)CC3)c(=O)c2=O)cc1	0%	-2	211	-14%	2	211	-3	83	86
Cc1ccc2c(CC(=O)Nc3sccc3C(N)=O)coc2c1	-9%	-4	165	10%	4	165	-1	92	93
O=c1[nH]c2cc3c(cc2cc1CN(CCc1ccccc1)Cc1nnnn1C1CCCC1)OCCO3	5%	-17	127	-28%	17	127	5	36	31
COc1ccccc1-c1nnc(NC(=O)C(C)SC2=NCCS2)s1 (stereo unspecified)	-10%	-2	124	-32%	2	124	3	52	49
